# Autophagy HCS: alters autophagy in cells. MEF GFP-LC3 puncta imaging; test concentration mostly 10 µM. calls only at 10 µM (by protocol). hit rate 0.98% among 190,000. AID 463193;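 active = percentage of spot-positive cells more than 3 SD above its plate mean, without a fluorescence outlier flag or 80% toxicity; inconclusive = no clear call, values can overlap the other calls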;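 note: spot-positive cell cutoff set from DMSO-treated cells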
# Insulin prom up: MIN6 insulin promoter up-regulation; MIN6 insulin promoter-GFP reporter, high-content imaging; stronger effect = higher value; z-score at 5 µM; hit rate 0.3% among 190,000; AID 1625;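 active = z-score above 3 at 5 µM with at least 500 cells counted in the well; inconclusive = wells under 500 cells, flagged as cytotoxic or low count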
# UTI89 phage lysis: inhibition of K1F phage lysis, E. coli UTI89, bacterial capsule biogenesis inhibitors, alamar blue (AID 488966). E. coli UTI89 K1F phage lysis, alamar blue, 2 h; higher % means a stronger effect. inhibition, % at 100 µM; hits with a dose series show IC50 in µM. hit rate 0.02% among 340,000;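 active = phage lysis inhibition, versus mean bacterial control, above a set limit; inconclusive = no clear call, values can overlap the other calls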;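 note: capsule biogenesis inhibitors block K1F phage lysis so surviving cells raise fluorescence; higher fluorescence means more inhibition of phage lysis; actives were called in the ten point dose series up to 300 µM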
# P. falciparum M1AAP: P. falciparum M1AAP inhibitors, biochemical, fluorogenic H-Leu-NHMec substrate, 1536-well (AID 1445); recombinant M1AAP, H-Leu-NHMec fluorogenic kinetic assay; higher % means a stronger effect; inhibition, % at 30 µM; hits with a dose series show IC50 in µM; hit rate 0.42% among 220,000;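 active = primary inhibition above the hit cutoff, then over 50% inhibition at one or more dose response concentrations, cut at about 23% in these data, passing the limit was not always enough; inconclusive = conflicting primary data, or primary hits not chosen for dose response; inactive = low primary inhibition, or under 50% at every dose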;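 note: plate controls were DMSO full reaction for no effect and no enzyme background for full effect; strong numbers were not always called active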
# CSM14.1 death rescue: rescue of cells from ER stress-induced death, primary screen, 384-well, CSM14.1, thapsigargin, ATP luminescence (AID 1222). CSM14.1 thapsigargin-induced death rescue, ATP luminescence; higher % means a stronger effect. one-dose cellular ATP content (survival), % at 20 µM; EC50 in µM for titrated hits. 190,000 tested, under 10 active;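 active = EC50 below 50 µM in the dose-response confirmation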;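 note: death triggered by thapsigargin at about 15 µM added after 2 h compound pretreatment; cell ATP read after overnight thapsigargin exposure of roughly 18 to 22 hours; normalized against plate controls of thapsigargin alone and 5% DMSO vehicle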
# M17LAP inhibition: P. falciparum M17LAP inhibitors, primary screen, biochemical, fluorogenic H-Leu-NHMec substrate, 1536-well (AID 1619); recombinant M17LAP, H-Leu-NHMec fluorogenic kinetic assay; higher % means a stronger effect; inhibition, % at 30 µM; hits with a dose series show IC50 in µM; hit rate 0.38% among 220,000;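 active = compound inhibiting the enzyme by more than half at any dose during confirmatory dose-response retesting; inconclusive = strong single-dose inhibitors picked by rank but not retested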;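 note: plate controls were full reaction with DMSO carrier for no effect and no enzyme background for full effect; strong numbers were not always called active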
# Dynein transport: blocks dynein driven cargo transport along microtubules. z-score, hits read low. hit rate 0.47% among 220,000. AID 1381. 3617.4 mouse cells, GR-EGFP nuclear translocation imaging; test concentration mostly 20 µM; stimulated with dexamethasone, 1 µM; stronger effect = lower value;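 active = plate z-score of nuclear minus cytoplasmic receptor signal below a set negative limit, without overly bright fluorescence or cell loss, cut at about -3.5 in these data, passing the limit was not always enough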;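 note: z-score of nuclear minus cytoplasmic ring GR-EGFP intensity difference per well; some compounds called inactive have numbers as strong as hits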
#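 Buffer or medium: tet-free, stripped-serum medium; Also added: dexamethasone, 1.0 µM final; Technique: high-content fluorescence imaging after fixation; Times: 48 h induction, 1 h compound, 30 min dex at 37 °C; Read-out: per-cell GR-EGFP intensity, nucleus versus surrounding cytoplasmic ring, well-averaged.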
# b-catenin transl: alters nuclear translocation of beta-catenin in HeLa cells; immunofluorescence imaging; nuclear translocation activity, % at 5 µM; hit rate 0.3% among 190,000; AID 1665;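 active = nuclear translocation activity above 50% at 5 µM, with a well cell count of 50 or more; inconclusive = wells under 50 cells across six images, flagged as toxic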;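 note: per-cell ratio of nuclear to cytoplasmic median beta-catenin stain intensity; plate controls were DMSO negative control for no effect and GSK-3 inhibitor IX positive control for full effect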
#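 test system = HeLa cells, endogenous beta-catenin | dosing = single 5 µM dose plus 0.02–20 µM confirmation series | times = compound treatment 24 h, 37°C, 5% CO2 | technique = beta-catenin immunofluorescence imaging with DAPI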
# MT stabilize HCS: microtubule stabilization, imaging screen; AID 2205; hit rate 0.83% among 200,000; % tubulin-high responders, % at 10 µM; HeLa tubulin immunostaining HCS, 24 h; share of cells brighter than vehicle mean+2SD;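 active = plate Z-score above 3 for both tubulin-high and condensed-nucleus cell shares, with cell loss under 80%, at 10 µM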;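 note: anti alpha tubulin signal scored within the nucleus-defined area of each cell; some results filed as inactive read as strong as hits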
# Dynein transport cytoplasmic EGFP: also measured in Dynein transport; calls as there; z-score; measured here: cytoplasmic GR-EGFP intensity; stronger effect = higher value
# Dynein transport nuclear GR-EGFP: further read-out of Dynein transport, marked with its call; z-score; measured here: nuclear GR-EGFP intensity;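 lower value marks the stronger effect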
# Dynein transport cell count: also measured in Dynein transport; calls as there; z-score; measured here: cell count per field
# Insulin prom up cell count: recorded beside Insulin prom up, whose call it bears; cell count; measured here: cytotoxicity, nuclei count;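 total cells summed across four imaged fields per well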
# b-catenin transl cell count 5 µM: also measured in b-catenin transl; calls as there; cell count; measured here: cell count, cytotoxicity flag
# MT stabilize HCS Hoechst-high %: also measured in MT stabilize HCS; calls as there; % Hoechst-high responders; measured here: nuclear condensation Hoechst responders;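 share of cells brighter than vehicle mean plus two SD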
# MT stabilize HCS cytotoxicity %: also measured in MT stabilize HCS; calls as there; toxicity, %; measured here: cytotoxicity by cell density;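 0% = mean cell density of plate MIN control wells and 100% = no cells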
# Autophagy HCS cell loss 18 h: also measured in Autophagy HCS; calls as there; toxicity, %; measured here: cell loss, nuclei count;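 cell loss after 18 h compound exposure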
# The depositor's hits bear a star; i = inactive; ? = inconclusive; · = not tested or not shown; + = active, no number; [ ] = dose if it differs, or a comment.
SMILES,Autophagy HCS,Autophagy HCS cell loss 18 h,Insulin prom up,Insulin prom up cell count,UTI89 phage lysis,P. falciparum M1AAP,CSM14.1 death rescue,M17LAP inhibition,Dynein transport,Dynein transport cytoplasmic EGFP,Dynein transport nuclear GR-EGFP,Dynein transport cell count,b-catenin transl,b-catenin transl cell count 5 µM,MT stabilize HCS,MT stabilize HCS Hoechst-high %,MT stabilize HCS cytotoxicity %
O=C(Cc1n[nH]c(=O)c2ccccc12)NC(c1ccccc1)c1ccccc1,·,·,0.76,727,0.8%[50 µM],-7%,·,20%,2.1,-0.68,1.2,-1.4,0.4,1344,·,·,·
COC(CNC(=O)c1cccnc1)OC,i,-19,0.09,1380,-0.8%,7%,0.7%,16%,0.43,-0.23,0.56,-0.57,-0.7,1035,2.6,2.7,14
C/C=C\C=C/C(=O)Nc1cccc(C2=NOC3(C2)C[C@@H](C(N)=O)N(C(=O)C2(C)CC2)C3)c1 (stereo partly specified),·,·,0.05,1036,-0.8%,4%,·,-9%,0.54,-0.72,0.47,-0.37,-0.4,1195,·,·,·
COc1nc(OC/C(N)=N/O)nc(N2CCOCC2)n1,i,-2,0.54,1252,2.5%,-3%,3.0%,5%,-0.34,0.49,0.36,0.62,0.5,987,3.2,2.6,12
COc1ccc(-n2c(SCC(=O)Nc3nccs3)nc3c(c2=O)SC(C)C3)cc1 (stereo unspecified),i,-13,·,·,-1.1%,-2%,·,2%,-0.84,-0.21,-0.24,0.31,-3.4,1155,3.0,1.5,6.9
CCOc1cc(NC(=S)NCCCOC)c(OCC)cc1NC(=O)c1cccs1,i,-2,1.6,1486,-0.9%,8%,-0.2%,10%,0.072,-0.043,-0.23,0.19,-2.5,1114,3.9,2.2,2.5
COc1ccc(C(c2sc3nc(C)nn3c2O)N2CCN(Cc3ccccc3)CC2)cc1OC (stereo unspecified),i,10,0.53,1862,-0.2%,5%,-1.8%,26%,-0.16,-0.19,0.026,0.081,-1.0,1052,1.9,2.1,9.5
CCOC(=O)C1=C(O)/C(=C/c2cn(CC(=O)NCC3CCCO3)c3ccccc23)SC1=Nc1ccc(C)cc1 (stereo unspecified),+,-2.9*,·,·,0.4%,·,·,·,-0.8,-0.15,-0.4,0.35,·,·,3.6,2.7,10
CC1CC(C)CN(C(=O)C(C)N(C)CC(=O)Nc2ccccc2Cl)C1 (stereo unspecified),i,1,·,·,0.1%,-13%,-1.0%,-3%,1.6,-0.14,0.83,-1.7,0.7,1077,2.5,1.9,8.2
COCCOC(=O)c1c(C)n(C)c2ccc(OC(=O)c3ccco3)cc12,i,-13,-0.04,903,0.8%,4%,0.1%,5%,0.31,-0.036,-0.078,0.034,·,·,0.9,1.3,11
O=C1CN(C(=O)COC(=O)CCC(=O)c2ccc3c(c2)OCCO3)c2ccccc2N1,i,9,-0.69,1108,2.7%,5%,-3.8%,-12%,-0.51,-0.33,-0.15,0.2,-3.2,1173,4.7,2.9,5.5
O=C(O)/C=C/C(=O)NNc1ccc([N+](=O)[O-])cc1,i,-15,·,·,0.7%,6%,2.2%,28%,-0.76,-0.3,-0.073,0.66,-0.5,1590,1.1,1.3,0.8
Fc1ccc(NC(=S)NCCN2CCOCC2)cc1,i,5,0.68,1684,-2.0%,0%,2.4%,-9%,-0.42,-0.33,-0.27,0.67,-0.5,1588,1.4,2.0,1.4
COc1ccc(/C=C/C(=O)Nc2cc(C(F)(F)F)ccc2Cl)cc1OC,i,0,-0.91,1527,0.1%,9%,5.1%,-2%,-0.63,-0.25,-0.45,0.21,-1.8,1247,3.3,2.0,6.8
O=C(CCCO)NNc1c2ccccc2nc2ccccc12,·,·,-0.14,970,0.2%,6%,·,-7%,3.4,0.016,2.3,-3.1,-0.6,1273,·,·,·
O=C(NC1CCCCC1)C(c1ccc(F)cc1)N(Cc1cccs1)C(=O)CN1C(=O)c2ccccc2S1(=O)=O (stereo unspecified),i,0,-0.39,1288,0.0%,10%,0.4%,11%,1.1,-0.22,0.64,-1.1,·,·,3.2,2.3,2.0
O=C(CSc1nnc(-c2cccc(F)c2)o1)Nc1nncs1,i,3,0.25,1224,0.4%,-7%,-1.8%,8%,0.63,-0.27,0.57,-0.56,0.0,1107,1.8,3.6,9.6
CCOC(=O)c1cc(-c2ccccc2)sc1NC(=O)C(C)OC(=O)c1cccc(S(=O)(=O)N(C)C)c1 (stereo unspecified),i,2,-1.3,1203,2.5%[50 µM],2%,-1.4%,19%,-0.97,-0.28,-0.86,0.95,2.2,466,4.9,2.5,10
CSc1n[nH]c(=O)n1-c1ccc(Cl)cc1,·,·,0.13,1398,0.5%,-6%,·,-5%,1.1,-0.29,0.52,-0.1,-0.6,1023,·,·,·
Cc1cccc(N(CC(=O)Nc2ccc(F)cc2)S(C)(=O)=O)c1,i,-3,0.76,957,0.2%,-1%,-0.7%,21%,0.61,-0.28,0.39,-0.22,·,·,1.7,2.0,7.5
Cc1ccc(N/N=C/c2ccc3c(c2)OCCO3)cc1Cl,i,-2,-1.2,1199,-8.5%,-3%,-1.4%,4%,-0.25,-0.26,-0.39,-0.38,-1.2,1120,1.7,2.9,10
O=c1cc(NCc2ccccc2)c2ccccc2o1,i,-10,-1.3,1119,-0.1%,2%,-2.6%,-3%,0.22,-0.19,0.5,0.22,·,·,2.7,1.4,1.8
CC(=O)Nc1ccccc1NC(=O)C/C(C)=N/NC(=O)c1ccc([N+](=O)[O-])c(Cl)c1,i,-12,-0.08,1121,-1.9%,8%,-0.8%,1%,-0.51,-0.34,-0.62,0.78,·,·,1.7,1.6,4.9
O=C(Nc1ccn(-c2ccccc2)n1)c1ccccc1Br,i,-16,0.95,1523,-0.1%,-7%,-0.5%,6%,-0.43,-0.18,-0.12,-0.45,0.6,1074,1.9,3.7,7.6
O=C(CN1C(=O)c2ccccc2S1(=O)=O)Nc1ccc(S(=O)(=O)N2CCCCCC2)cc1,i,-1,0.41,1230,1.6%,-2%,-1.8%,-8%,-0.56,-0.29,0.018,0.13,-0.9,940,5.7,1.7,81
O=C(COc1ccccc1-c1ccccc1)c1ccccc1,i,-35,-0.2,1493,0.4%,0%,8.3%,-7%,-1.1,-0.23,-0.73,0.54,-1.2,1117,3.0,2.8,5.7
COc1cc(OC)cc(C(=O)N/N=C/c2ccc(OC)c(COc3ccc(F)cc3)c2)c1,i,32,-0.16,1084,2.2%,-1%,-1.1%,-10%,1.9,-0.22,1.4,-0.59,213*,661*,16,48,32
O=C(c1ccc(COc2ccccc2[N+](=O)[O-])o1)N1CCCCC1,i,16,-1.1,1277,-3.5%,3%,-1.9%,15%,0.63,-0.099,0.69,-0.036,1.8,1364,2.3,1.4,6.4
Cc1cccc(NC(=O)CSc2nnnn2C)n1,i,-1,-0.51,1527,1.2%,-4%,-0.3%,5%,-1,-0.16,-1.1,0.91,0.9,1381,2.6,2.8,4.2
CCOC(=O)C1C(=O)CC(C)(O)C(C(=O)OCC)C1c1ccccc1OC (stereo unspecified),i,-7,·,·,1.1%,-2%,-1.4%,6%,0.21,-0.22,0.088,-0.053,·,·,1.8,0.6,4.8
Cc1ccccc1NC(=O)Nc1nnc(Cc2ccc([N+](=O)[O-])cc2)s1,i,-12,-0.32,1271,0.2%[50 µM],0%,-0.1%,-12%,0.44,-0.27,0.3,0.57,·,·,3.9,2.6,11
O=C(c1ccc(F)cc1)N1CCCC(C(=O)N2CCN(c3ccccc3)CC2)C1 (stereo unspecified),·,·,-0.8,1051,0.7%,1%,·,0%,-1.4,-0.24,-0.12,0.22,0.8,1344,·,·,·
CCCCC(CC)CNC(=O)c1cccs1 (stereo unspecified),i,-42,2.2,944,-0.1%,-3%,-0.3%,-9%,0.95,-0.38,0.16,0.66,-1.8,572,4.4,1.8,8.3
CCCCC1=CC2=CC(=O)C(C)(OC(=O)CC)C(=O)C2=CN1c1ccc(OC)cc1 (stereo unspecified),·,·,0.49,1020,1.0%,3%,·,17%,-0.22,-0.71,-0.14,0.009,-0.3,1194,·,·,·
Cc1ccc(Cl)cc1N1CCN(C(=O)CN(C2CCCCC2)S(C)(=O)=O)CC1,i,11,?,·,1.3%,3%,-0.9%,-7%,0.95,0.054,0.2,-2,-2.7,1240,3.5,1.7,4.9

# Screening results deposited in PubChem by several laboratories.
